PfM18AAP inh: PfM18AAP inhibitors, malaria aminopeptidase, primary screen, biochemical, QFRET, recombinant enzyme; 290,000 tested, 1.2% active; inhibition, % at 7.35 µM; M18 aspartyl aminopeptidase (Plasmodium falciparum 3D7); AID 1822, 2009; H-Glu-NHMec fluorogenic cleavage;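 active = inhibition above the campaign mean inhibition over all tested compounds plus 3 SD, cut at about 28% in these data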;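 also: 0% = plate median of test compound wells and 100% = 2 mM ZnCl2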
PHOSPHO1 block: PubChem AID 1565; Phosphoethanolamine/phosphocholine phosphatase (Homo sapiens), Q8TCT1; recombinant PHOSPHO1, absorbance phosphatase assay; inhibition, % at 13.3 µM; 290,000 tested, 1.1% active; in the data active = inhibition above about 60%
Target sequence (Q8TCT1 whole entry, looked up): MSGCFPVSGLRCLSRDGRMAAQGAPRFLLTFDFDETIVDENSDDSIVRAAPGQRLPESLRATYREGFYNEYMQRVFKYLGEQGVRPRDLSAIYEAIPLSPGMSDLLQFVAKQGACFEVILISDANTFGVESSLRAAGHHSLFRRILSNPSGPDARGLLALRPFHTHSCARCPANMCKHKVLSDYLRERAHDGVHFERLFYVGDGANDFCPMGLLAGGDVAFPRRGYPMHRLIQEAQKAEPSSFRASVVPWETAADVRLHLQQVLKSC
NALP1 inh: NALP1 inflammasome inhibitors in reconstituted yeast, colorimetric, S. cerevisiae, triplicate retest; S. cerevisiae NALP1/ASC/caspase-1 growth, X-gal OD620, 72 h; inhibition, % at 10 µM; 280,000 tested, 0.61% active; in the data active = inhibition mostly above about 24%, no sharp cut-off; inactive = mostly below about 32%; also: some compounds called inactive have numbers as strong as hits
MEKK3 PB1 HTS: modulators of MEKK3-MEK5 PB1 binding, primary screen, biochemical, wildtype MEKK3, multiplex bead flow cytometry, Alexa488-MEK5 | AID 1529, 2009 | bead-based flow cytometry, Alexa488-MEK5 binding to MEKK3; actives lie on both sides; 0 = blocked by unlabeled MEK5, 100 = vehicle | binding response (% of control), % at 10 µM | Mitogen-activated protein kinase kinase kinase 3 (Homo sapiens), Q99759 | 290,000 tested, 1.4% active;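 active = binding response more than 3 SD above or below the average of its plate-row segment, actives on both sides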;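 also: Alexa488 bead fluorescence after subtracting the streptavidin-only scavenger bead signal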
DNA FID counter: compounds displacing fluorescent DNA intercalator, primary screen, artefact control for HCV NS3 helicase inhibitor project, biochemical, FID fluorescence. DNA fluorescent intercalator displacement. inhibition, % at 7.9 µM. 290,000 tested, 0.17% active; in the data active = inhibition above about 37%;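 also: 0% = vehicle and 100% = reference compound; higher means more ethidium bromide displaced from hairpin DNA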
MEKK2 WT-MEK5: modulators of MEK5 binding to wildtype MEKK2, primary screen, biochemical, multiplex bead flow cytometry, Alexa488-MEK5. 290,000 tested, 1.1% active. binding response (% of control), % at 10 µM. AID 1531, 2009. Alexa488-MEK5 binding to MEKK2 WT; actives lie on both sides; in the data active = binding response below about 67% or above about 130%
OXTR ag: human OXTR agonists, primary screen, fluorescence, CHO-OTR cells, Fluo-8 calcium. Oxytocin receptor (Homo sapiens), P30559. AID 2435, 2010. 320,000 tested, 0.32% active. activation, % at 3 µM. Fluo-8 calcium fluorescence; normalized: DMSO 0%, oxytocin 100%;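 active = activation above the mean of all tested compounds plus 3 SD, cutoff set per screening run, cut at about 20% in these data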;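 also: peak over basal fluorescence ratio from a 100 s FLIPR kinetic read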
Target sequence (P30559 whole entry, looked up): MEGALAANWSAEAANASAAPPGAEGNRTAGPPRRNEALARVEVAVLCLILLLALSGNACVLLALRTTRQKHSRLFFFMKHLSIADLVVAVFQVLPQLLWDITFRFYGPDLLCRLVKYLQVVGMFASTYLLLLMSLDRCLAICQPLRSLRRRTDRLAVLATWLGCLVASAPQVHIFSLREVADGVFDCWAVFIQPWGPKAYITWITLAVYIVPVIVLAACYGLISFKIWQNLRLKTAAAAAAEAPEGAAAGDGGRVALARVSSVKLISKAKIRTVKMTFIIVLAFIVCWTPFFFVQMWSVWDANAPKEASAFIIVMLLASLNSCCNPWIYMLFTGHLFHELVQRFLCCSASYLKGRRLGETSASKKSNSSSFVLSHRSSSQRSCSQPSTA
MEKK2 mut-MEK5: MEK5 binding signal on mutant MEKK2 PB1, primary screen, biochemical, multiplex bead flow cytometry, Alexa488-MEK5. Alexa488-MEK5 binding to MEKK2 mutant. 290,000 tested, 0.35% active. AID 1530, 2009. percent response, % at 10 µM; in the data active = percent response above about 24%, passing the limit was not always enough; also: inactives centre near 1; some results filed as inactive read as strong as hits; reference of the scale not given here
GPR7 antag: GPR7 receptor antagonists, primary screen, cell-based, fluorescence, single concentration. GPR7-expressing cells, fluorescence antagonist assay. AID 1861, 2009. 290,000 tested, 1.1% active. Neuropeptides B/W receptor type 1 (Homo sapiens), P48145. inhibition, % at 4.4 µM; in the data active = inhibition above about 16%, passing the limit was not always enough;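 also: cells stimulated with the agonist NPW; 0% = agonist with vehicle and 100% = vehicle without agonist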
Target sequence (P48145 whole entry, looked up): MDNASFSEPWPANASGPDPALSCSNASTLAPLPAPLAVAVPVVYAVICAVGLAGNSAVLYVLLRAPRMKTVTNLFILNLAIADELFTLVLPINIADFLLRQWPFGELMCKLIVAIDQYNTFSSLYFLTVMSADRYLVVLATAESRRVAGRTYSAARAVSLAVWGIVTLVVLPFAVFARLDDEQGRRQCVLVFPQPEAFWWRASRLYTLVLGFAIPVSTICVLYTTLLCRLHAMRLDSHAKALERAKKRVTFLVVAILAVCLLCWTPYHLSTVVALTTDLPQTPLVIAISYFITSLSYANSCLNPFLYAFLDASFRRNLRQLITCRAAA
* = called active by the depositor; · = no result given; [ ] = dose if it differs, or a comment.

Results follow in this order: PfM18AAP inh	PHOSPHO1 block	NALP1 inh	MEKK3 PB1 HTS	DNA FID counter	MEKK2 WT-MEK5	OXTR ag	MEKK2 mut-MEK5	GPR7 antag
COc1cc(NC(=O)c2ccccc2)c(OC)cc1NC(=O)Cc1ccc(Br)cc1
    2	-8	10	103	-13	103	-1.4	4	-25
CC1(C)CC2CN(C(=O)Cc3ccccc3)C(C)(C2)C1 (configuration not stated)
    3	47	6	101	-18	102	-2.4	2	-1
CCCN(CCO)Cc1ccc(Br)cc1
    -2	16	-7	97	2	99	0.6	2	-2
Cc1cc(C)nc(SCCC(=O)Nc2ccccc2C)n1
    6	46	19	103	-6	106	-0.6	5	-2
COc1ccc(-n2cc(-c3ccccc3)[nH]c2=S)cc1
    44*	-6	24	130*	-11	105	-0.1	1	-7
COc1ccc(C(=O)COC(=O)c2ccc(OC)c(OC)c2)cc1OC
    -15	-18	-4	101	-13	110	0.5	2	-6
O=C(Nc1ccc(C(=O)N2CCN(c3ccccc3F)CC2)cc1)C1=CSCCO1
    5	37	18	99	-47	102	2.3	2	-7
CCCCCn1c(CN2CCN(c3cc(Cl)ccc3C)CC2)nc2c1c(=O)[nH]c(=O)n2C
    -2	-119	1	100	-2	95	-1.2	1	2
CC1c2nc3ccccc3n2C(CC(=O)NCc2ccccn2)C(=O)N1Cc1ccccc1 (configuration not stated)
    1	3	-1	103	-13	102	-0.1	3	1
CCc1cc2c(C)ccc(C)c2nc1SCC(=O)Nc1c(C)[nH]c(=O)[nH]c1=O
    -1	13	4	80	-3	87	-1.2	-5	-11
COC(=O)c1cc(CNC(=O)CC(C)c2ccccc2)ccc1OC (configuration not stated)
    0	6	-3	101	-11	96	-0.1	0	-2
O=C(Nc1ccc(F)cc1)Nc1nnc(-c2ccccc2)o1
    0	-12	7	91	1	90	0.7	-7	-7
Cc1ccc(Cl)cc1N1CCN(Cc2nnnn2C2CCCCC2)CC1
    -8	34	21	94	-3	96	-0.6	-6	-5
O=Cc1ccc(OCc2cn3ccccc3n2)cc1
    3	-33	3	100	-4	100	-0.5	-1	-11
CCn1nnc(NC(=O)c2cccc(-c3cc4ccccc4oc3=O)c2)n1
    -4	13	-3	105	-24	105	-1.5	4	-20
COC(=O)C(C)Sc1nnc(-c2ccncc2)o1 (configuration not stated)
    -2	-3	-14	100	2	99	0.6	-5	-6
Fc1ccccc1/C=N/Nc1nc(-c2ccccn2)nc2ccccc12
    -8	15	·	101	-2	97	0.6	1	5
CCOC(=O)Nc1nnc(CCc2ccccc2)s1
    -5	-4	6	108	-12	110	1.1	9	17
CCCc1nnc(NC(=O)c2c(O)c3cccc4c3n(c2=O)CC4)s1
    ·	-42	-4	102	·	110	0.3	7	·
Cc1ccccc1CS(=O)(=O)c1ccc(C(=O)N2CCOCC2)cc1[N+](=O)[O-]
    -3	44	7	98	-11	105	2.4	3	-3
Cc1cccc2cc3c(NC(=O)C(C)C)nn(C)c3nc12
    8	1	25	·	-5	·	-2.9	·	-5
Cc1cc(C)nc(NS(=O)(=O)c2cccs2)c1
    3	-18	20	103	3	102	-0.2	2	-5
c1ccc(-c2ncc(CN3CCN(c4ccccn4)CC3)[nH]2)cc1
    -3	8	21	104	1	104	0.0	-1	-21
COc1ccc(/C=C/C(=O)NC(=S)Nc2ccc(S(=O)(=O)N=C(N)N)cc2)cc1OC
    6	59	10	110	-10	107	0.7	10	-5
N=C(CC1CC(=O)NC(=O)C1)C1=C(O)CCCC1=O
    4	6	14	108	2	131	0.5	10	-5
O=C(Nc1ccc(Oc2ncnc3cc(Cl)ccc23)nc1)Nc1cccc(C(F)(F)F)c1
    2	12	·	85	0	95	0.4	-24	-5
Cc1ccc(-n2c(=O)[nH]cc(C(=O)N3CCc4ccccc43)c2=O)cc1
    1	50	6	103	-7	98	1.7	-2	-7
COC(=O)c1ccccc1NC(=O)N1CCN(C(=O)c2ccco2)CC1
    -2	14	12	·	-16	·	1.1	·	-5
CCN(C(=O)COC(=O)/C=C/c1cnc2ccccc2n1)C1CCS(=O)(=O)C1 (configuration not stated)
    -1	28	0	87	4	83	0.3	-15	-3
O=C1Cc2ccccc2C(c2ccc(Cl)cc2Cl)N1 (configuration not stated)
    0	38	·	92	-15	93	0.7	-16	-6
COc1cc2cc(C(c3nnnn3C3CCCC3)N3CCCCC3)c(=O)[nH]c2cc1OC (configuration not stated)
    2	15	-3	99	-3	98	0.1	-7	-10
Cc1ccc(OCC(=O)Nc2ccccc2-c2ccccc2NC(=O)COc2ccc(C)cc2)cc1
    0	-6	10	86	-3	102	0.2	-1	-12
O=C(O)c1ccc2c(c1)C(=O)N(NC(=O)c1ccc(O)cc1)C2=O
    0	13	28	95	-7	101	0.9	0	-7
COc1ccccc1-c1c(C)[nH]n2c(=O)c(Cc3ccccc3)c(C)nc12
    -9	52	8	105	-15	93	-0.8	3	3
O=C(Nc1ccc(C(=O)O)cc1)Nc1ccc(F)cc1F
    -2	-14	13	95	5	103	-0.1	-44	-4
O=c1ccnc(SCc2ccccc2Cl)[nH]1
    0	19	8	101	-3	96	-1.5	-1	-7
COc1ccccc1NC(=O)CSc1nnc(NC(=O)c2ccco2)s1
    4	-7	-9	103	-9	101	0.9	3	-7
Cc1ccc(-c2ccccc2NC(=O)CCl)o1
    2	-102	-2	91	2	89	-1.6	12	-14
CCC1CC(CSC(=N)N)OC1=O (configuration not stated)
    -8	24	24	95	-2	89	0.2	-13	-1
COc1cccc(C(=O)CC(C(=O)O)c2ccc(Cl)cc2)c1 (configuration not stated)
    -7	9	-3	102	-27	106	-0.4	9	2
c1ccc(CSc2ccc(-c3ccccn3)nn2)cc1
    1	56	-9	100	-15	81	-0.9	-11	4
COC(=O)C(NC(C)=O)(Nc1nc2c(s1)CCCC2)C(F)(F)F (configuration not stated)
    -3	-7	-7	98	-4	100	-0.3	-1	6
COc1cc(CN2CCCC(CO)(Cc3ccccc3)C2)ccc1O (configuration not stated)
    0	14	16	103	-1	106	8.3	2	-10
CSc1nc(SC(C)C(=O)O)c2c3c(sc2n1)COC(C)(C)C3 (configuration not stated)
    -4	2	-7	102	-29	99	-0.3	5	-8
CN(C)CCNC(=O)/C(=C/c1cccc([N+](=O)[O-])c1)NC(=O)c1ccccc1
    -11	-6	25	99	14	101	-0.3	-1	-3
C/C(=N\NC(=O)c1ccoc1C)c1cccc2ccccc12
    -5	0	2	107	-26	108	-2.1	12	1
CCOC(=O)N1CCN(C(=O)COc2ccc(S(=O)(=O)NCc3ccccc3)cc2)CC1
    -1	16	0	101	-29	94	0.4	-4	-13
CCCNC(=S)NC1CC2CCC(C1)N2Cc1ccccc1 (configuration not stated)
    2	24	-10	82*[inhibitor]	4	88	0.8	-11	-2
COc1ccc(CCn2c(C)cc(C(=O)CSc3nnnn3-c3ccccc3)c2C)cc1
    8	71*	34	106	-1	99	0.9	2	3
CCOC(=O)C1CCN(c2cc3c(cc2NC(=O)c2ccc(F)cc2)n(C)c(=O)n3C)CC1
    1	-14	0	101	-11	100	-1.4	-4	-2

(cont.)
Results follow in this order: PfM18AAP inh	PHOSPHO1 block	NALP1 inh	MEKK3 PB1 HTS	DNA FID counter	MEKK2 WT-MEK5	OXTR ag	MEKK2 mut-MEK5	GPR7 antag
Cc1cc(C)c2nc(NC(=O)C3CCCO3)sc2c1 (configuration not stated)
    2	12	4	97	-9	95	-1.6	-4	-9
Cc1nc(NCCN2CCOCC2)c2oc3ccccc3c2n1
    3	-6	16	102	4	104	0.5	2	2
CC1CCCN(C(=O)C2CCN(S(=O)(=O)c3ccc4c(c3)CC(C)N4C(=O)C3CC3)CC2)C1 (configuration not stated)
    1	32	5	104	-64	104	2.2	4	3
CCC(CC)c1nnc(NC(=O)c2ccc(S(=O)(=O)N3CCc4ccccc4C3)cc2)s1
    -2	19	28	92	-7	91	1.1	-3	8
O=C(N/N=C(\Cc1ncc[nH]1)c1ccccc1)c1ccncc1
    3	-19	-11	103	-1	107	1.2	9	-9
O=C1NN(c2ccccc2)C(=O)/C1=C\c1cccn1-c1ccc(Cl)c([N+](=O)[O-])c1
    -2	17	2	101	2	103	-1.3	1	-6
COc1cc(C(=O)O/N=C(\N)c2cccc([N+](=O)[O-])c2)cc(OC)c1OC
    3	42	·	105	-4	105	-1.3	-4	-15
Cc1nnc(SCC(=O)Nc2ccc(S(=O)(=O)N3CCCC3)cc2)n1N
    6	29	14	99	-1	96	-0.7	-1	-7
CCOC(=O)N1CCC(n2c(SCC(=O)NCc3ccccc3)nc3ccccc3c2=O)CC1
    2	5	-10	99	-6	101	-2.5	0	-10
CN(C)C(CNC(=O)c1ccc(NC(=O)c2cccs2)cc1)c1ccccc1 (configuration not stated)
    6	22	12	102	6	109	1.0	4	-3
O=C(c1ccco1)N1CCN(C(=O)N2CCCCC2)CC1
    90*	4	10	89	2	93	0.3	-6	-3

Structures above with a Cl atom:
Results follow in this order: PfM18AAP inh	PHOSPHO1 block	NALP1 inh	MEKK3 PB1 HTS	DNA FID counter	MEKK2 WT-MEK5	OXTR ag	MEKK2 mut-MEK5	GPR7 antag
CCCCCn1c(CN2CCN(c3cc(Cl)ccc3C)CC2)nc2c1c(=O)[nH]c(=O)n2C
    -2	-119	1	100	-2	95	-1.2	1	2
Cc1ccc(Cl)cc1N1CCN(Cc2nnnn2C2CCCCC2)CC1
    -8	34	21	94	-3	96	-0.6	-6	-5
O=C(Nc1ccc(Oc2ncnc3cc(Cl)ccc23)nc1)Nc1cccc(C(F)(F)F)c1
    2	12	·	85	0	95	0.4	-24	-5
O=C1Cc2ccccc2C(c2ccc(Cl)cc2Cl)N1 (configuration not stated)
    0	38	·	92	-15	93	0.7	-16	-6
O=c1ccnc(SCc2ccccc2Cl)[nH]1
    0	19	8	101	-3	96	-1.5	-1	-7
Cc1ccc(-c2ccccc2NC(=O)CCl)o1
    2	-102	-2	91	2	89	-1.6	12	-14
COc1cccc(C(=O)CC(C(=O)O)c2ccc(Cl)cc2)c1 (configuration not stated)
    -7	9	-3	102	-27	106	-0.4	9	2
O=C1NN(c2ccccc2)C(=O)/C1=C\c1cccn1-c1ccc(Cl)c([N+](=O)[O-])c1
    -2	17	2	101	2	103	-1.3	1	-6
